Vif-APOBEC3F blk = Vif-A3F binding inhibition | HeLa A3F-eYFP + Vif (tagged APOBEC3F with the HIV-1 protein that degrades it), YFP fluorescence increase | Potency, µM (highest dose often 46.1 µM), without a hit: top-dose activity, negative = active | AID 602313 | 390,000 tested, 0.2% active; note: potency is the fitted concentration of half-maximal effect; % of control where 0% means no effect; nearly all actives have a fitted effect of over 65% in size
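HeLa cells stably expressing A3F-eYFP plus Vif, plated and incubated overnight at 37 deg C, then exposed to compounds overnight at 37 deg C. Blocked degradation read as raised yellow fluorescence (Ex 488/Em 500-530).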
D1 ag = agonists of human D1 dopamine receptor | HEK293 T-REx D1 cells, calcium flux, agonist mode | activation, % at 2 µM | 360,000 tested, 1% active | AID 504660; in the data active = activation above about 30%; note: 0% is about no effect
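Inducible HEK293 T-REx D1 cells, force-coupled to calcium signalling, were plated at 4000 cells/well with tetracycline and held overnight at 30 C. After no-wash calcium dye loading, compound-evoked calcium rise over 180 s flagged agonists.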
RXFP1 agonist = activates the human relaxin receptor RXFP1; 370,000 tested, 0.3% active; AID 2676; Q9HBX9; Potency, µM (highest dose often 57.5 µM), inactives show top-dose activation, actives largely listed as activators; HEK293T-RXFP1 cAMP TR-FRET, 30 min; response scale: percent of porcine relaxin response, buffer zero; note: potency is the fitted concentration of half-maximal effect; % is set by controls: 0 for no effect and ±100 for the full control effect; nearly all actives have a fitted effect of over 60% in size; many of its hits are not listed in these tables
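HEK293 cells stably expressing RXFP1, treated 30 min at 37C with compounds plus PDE4 inhibitor Ro 20174; cAMP measured by HTRF TR-FRET. Normalized to buffer and 29 nM porcine relaxin; EC50 by Hill fit.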
D1 potentiator = human D1 dopamine receptor positive modulation | potentiation, % at 10 µM | HEK293 TREx D1 cells, calcium flux, dopamine EC20 potentiation | AID 504651 | 360,000 tested, 0.036% active; in the data active = potentiation above about 30%; note: 0% is about no effect
D2 PAM = positively modulates the human D2 dopamine receptor allosterically; P14416; HEK293 T-REx D2, calcium flux, EC20 dopamine potentiation; potentiation, % at 10 µM; 340,000 tested, 0.34% active;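 active = potentiation over 3 SD above the plate norm, cut at about 30% in these data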; note: 0% is about no effect
Target sequence (P14416 whole entry, looked up): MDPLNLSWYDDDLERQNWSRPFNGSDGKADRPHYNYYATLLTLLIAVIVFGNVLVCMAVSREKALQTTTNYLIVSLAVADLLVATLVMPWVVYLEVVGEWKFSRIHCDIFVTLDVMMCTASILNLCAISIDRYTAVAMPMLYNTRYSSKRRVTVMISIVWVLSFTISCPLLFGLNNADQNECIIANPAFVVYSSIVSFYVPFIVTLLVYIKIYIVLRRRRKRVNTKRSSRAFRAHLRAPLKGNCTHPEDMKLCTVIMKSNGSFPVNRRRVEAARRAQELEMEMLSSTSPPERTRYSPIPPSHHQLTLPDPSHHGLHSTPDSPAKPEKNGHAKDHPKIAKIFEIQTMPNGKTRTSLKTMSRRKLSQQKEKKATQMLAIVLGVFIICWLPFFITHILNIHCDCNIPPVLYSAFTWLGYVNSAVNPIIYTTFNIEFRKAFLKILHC
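Potentiation of an EC20 dopamine calcium response measured kinetically over 180 s, after a preceding 180 s compound-only read flagging agonists. Cells: inducible Hek293 Trex D2 line, 4000/well, cultured overnight at 30 C before dye loading.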
Vif-A3G inh = blocks the Vif interaction with human APOBEC3G; HeLa A3G-eYFP + Vif (tagged APOBEC3G with the HIV-1 protein that degrades it), YFP fluorescence, overnight; Potency, µM (top dose mostly 46.1 µM), for the others: top-dose activity, negative = active, most hits filed as inhibitors; 410,000 tested, 0.076% active; AID 602310;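 note: potency is the fitted concentration of half-maximal effect; % is set by controls: 0 for no effect and ±100 for the full control effect; nearly all actives have a fitted effect of over 60% in size; hits raise eYFP signal because A3G escapes Vif-driven loss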
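Read-out is eYFP fluorescence (Ex 488/Em 500-530) from Vif-expressing HeLa A3G-eYFP cells; more signal means A3G escaped Vif-mediated degradation. Cells plated overnight, compound pinned in, incubated overnight at 37 deg C.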
GRP78 ERSR act = ER stress response induction in glioma; U87-MG GRP78 promoter luciferase reporter, 16 h; 420,000 tested, 0.02% active; Potency, µM, for inactives: at the top dose activation, usual class: activators; note: potency is the fitted concentration of half-maximal effect; series mostly up to about 76 µM; % of control where 0% means no effect; nearly all actives have a fitted effect of over 35% in size
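ERSR induction read as luciferase luminescence (Bright-Glo, 10 min at room temperature) in stably transfected human U87-MG glioma cells exposed to compounds for 16 h, using GRP78 as sensor.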
D1 antag = blocks dopamine activation of the human D1 receptor; activity change, negative = inhibition, % at 10 µM; HEK293 TREx D1 cells, calcium flux, dopamine EC80; active compounds read low; P21728; 360,000 tested, 3.2% active; AID 504652; in the data active = activity change below about -30%; note: % is set by controls: 0 for no effect and ±100 for the full control effect
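HEK293 T-REx cells expressing inducible, force-coupled D1 receptor; no-wash Ca dye, 30–90 min RT. Cmpd → 180 s read at 1 Hz → EC80 DA → 180 s read.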
RXFP1 antag = blocks the human relaxin receptor RXFP1; activity change, negative = inhibition, % at 57.5 µM; 350,000 tested, 0.59% active; AID 1259400; HEK293-RXFP1, relaxin-stimulated cAMP HTRF, 30 min; active compounds read low;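 active = activity change of -60% or lower, but not beyond a set lower limit; inconclusive = change between -60% and -40%, or beyond the set limit; inactive = change above -40%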; note: % is set by controls: 0 for no effect and ±100 for the full control effect
The depositor's hits bear a star; ? = inconclusive; . = not tested or not shown; & = joins results of further samples. Unless noted, calls come from the whole dose curve; as a rule, active = well fitted curve in the direction sought with a large enough effect; inconclusive = small, poorly fitted or top-dose-only effect, or another doubt; inactive = no such curve, though single readings can be large; an effect the other way counts as inactive or inconclusive. Some of the compounds tested (hit frequency here may not be typical).

SMILES | Vif-APOBEC3F blk | D1 ag | RXFP1 agonist | D1 potentiator | D2 PAM | Vif-A3G inh | GRP78 ERSR act | D1 antag | RXFP1 antag
C=CCN1C(=O)c2ccc(C(=O)NCCc3ccc(OC)c(OC)c3)cc2C1=O | -12% | 1 | 1.0% | -2 | 6 | 4% | -4% | 12 | 3
COc1cccc(-n2ccnc2SCC(=O)N2CCCc3ccccc32)c1 | 0% | -1 | 0.2% | -6 | -3 | 1% | -3% | -13 | -6
COc1cc(C(=O)NCCC2=CCCCC2)ccc1OC1CCN(C(C)=O)CC1 | -11% | 2 | -0.4% | 4 | 15 | 0% | -2% | 10 | -8
CCOC(=O)C1=C(N)c2ccccc2CC1C(C)C (stereo not given) | -13% | 0 | 1.1% | 0 | 6 | -8% | 0% | 10 | -16
C#CCNC(=O)c1ccc(OCc2ccccc2)cc1Cl | -23% | 10 | -1.0% | -1 | -2 | 3% | 2% | 1 | -13
O=C(NC1CCCCC1)/C(=N\O)c1ccccn1 | -3% | 2 | 2.3% | -5 | -6 | 1% | -3% | -13 | -2
CC(=O)c1ccc(N2CCN(S(=O)(=O)c3ccc4c(c3)NC(=O)CC(=O)N4)CC2)cc1 | -18% | 0 | ? | -2 | 8 | 0% | 6% | 6 | 19
O=C1CS/C(=C/C(=O)c2cccc(Cl)c2)N1 | 3% | 4 | 0.7% | 2 | -11 | -7% | 3% | -2 | -1
COc1ccc(N2CCN(C(=O)C3CCN(C(=O)c4ccccc4Cl)CC3)CC2)cc1 | 1% | 4 | 0.9% | -9 | . | 2% | 0% | -23 | 5
COc1ccc(-n2nc(C(=O)NCC(=O)NCCC3=CCCCC3)c3ccccc3c2=O)cc1OC | -10% | -2 | 3.7% | -3 | 21 | -9% | -1% | 6 | 13
O=C(NNC(=O)C1CCCCC1)c1ccncc1 | -4% | 4 | 5.6% | . | 1 | -1% | -5% | 17 | 0
Nc1ncc(S(=O)(=O)NCc2ccc(F)cc2)cn1 | 5% | 2 | 3.6% | -1 | 2 | -4% | -3% | 2 | 9
Cc1ccc(-c2nc(-c3ccncc3)no2)cc1 | 7% | 3 | 0.4% | -8 | 9 | 1% | -10% | -11 | -8
CC(C)(C)c1cccc(Cn2nnc3ccccc32)c1O | -3% | 29 | -0.3% | -10 | 16 | -4% | -4% | -43* | .
Nc1nonc1-n1nnc(C(=O)N/N=C/c2ccc(Cl)cc2Cl)c1CN1CCCC1 | -12% | 2 | -0.5% | 9 | 18 | 0% | 0% | 12 | 4

Continued; it opens with the six that closed the last part.
SMILES | Vif-APOBEC3F blk | D1 ag | RXFP1 agonist | D1 potentiator | D2 PAM | Vif-A3G inh | GRP78 ERSR act | D1 antag | RXFP1 antag
COc1ccc(-n2nc(C(=O)NCC(=O)NCCC3=CCCCC3)c3ccccc3c2=O)cc1OC | -10% | -2 | 3.7% | -3 | 21 | -9% | -1% | 6 | 13
O=C(NNC(=O)C1CCCCC1)c1ccncc1 | -4% | 4 | 5.6% | . | 1 | -1% | -5% | 17 | 0
Nc1ncc(S(=O)(=O)NCc2ccc(F)cc2)cn1 | 5% | 2 | 3.6% | -1 | 2 | -4% | -3% | 2 | 9
Cc1ccc(-c2nc(-c3ccncc3)no2)cc1 | 7% | 3 | 0.4% | -8 | 9 | 1% | -10% | -11 | -8
CC(C)(C)c1cccc(Cn2nnc3ccccc32)c1O | -3% | 29 | -0.3% | -10 | 16 | -4% | -4% | -43* | .
Nc1nonc1-n1nnc(C(=O)N/N=C/c2ccc(Cl)cc2Cl)c1CN1CCCC1 | -12% | 2 | -0.5% | 9 | 18 | 0% | 0% | 12 | 4
O=C(COC(=O)c1cncc(Br)c1)NC1CCCC1 | -2% | 3 | 2.4% | 1 | 2 | -7% | -6% | 2 | -6
Cc1cc(C)n2nc(S(=O)(=O)N(CC(C)C)CC(C)C)nc2n1 | -4% | -2 | 2.3% | 4 | 0 | 0% | -1% | -1 | 6
C/C=C/c1ccc(OCCCCN2C(=O)NC(C)(C)C2=O)c(OC)c1 | 0% | 2 | -0.4% | -3 | 7 | 2% | 0% | 4 | -14
CCCCN(CC)CCCNC(=O)CN1C(=O)CSc2ccc(S(=O)(=O)N3CCOCC3)cc21 | -1%&3% | 2&-1 | -2.2%&4.7% | -6&0 | -18&-6 | -4%&11% | -1%&-1% | 8&4 | 4&-6
Cc1cc(Br)ccc1NC(=O)CN(C)C(=O)c1cc([N+](=O)[O-])ccc1N1CCOCC1 | -10% | -1 | 0.1% | -1 | 10 | -1% | -6% | -11 | -9
COc1cccc2[nH]c(=O)c(-c3ccccc3)cc12 | 3% | 3 | -0.8% | 0 | -1 | -6% | -5% | 27 | 6
C=CCN(CC=C)CC(=O)Nn1c(C)ccc1C | 8% | . | . | . | . | 0% | 0% | . | -1
Cc1csc2c(SCC(=O)NNS(=O)(=O)c3cccc(C(F)(F)F)c3)ncnc12 | 5% | 0 | -0.2% | -1 | 0 | 0% | -4% | -5 | 2
CCOc1ccccc1N(C(=O)Nc1ccc(Cl)cc1)C1=NC(C)CS1 (stereo not given) | -4% | 1 | -0.8% | 2 | -7 | -1% | 1% | -7 | 4
O=C(Nc1nc2ccccc2s1)C1CCN(S(=O)(=O)c2cc([N+](=O)[O-])ccc2Cl)CC1 | -8% | 6 | 0.4% | -6 | 1 | 7% | 0% | -24 | -12
O=C1NC(=O)/C(=C/c2cccc([N+](=O)[O-])c2)N1 | -11% | 3 | 5.7% | -4 | 1 | 0% | -4% | -12 | -8

High-throughput results from PubChem.
